ARNT-TACC3 inh: disruptors of ARNT/TACC3 protein interaction, primary screen, biochemical, AlphaScreen, single concentration. Transforming acidic coiled-coil-containing protein 3 (Homo sapiens), Q9Y6A5. AlphaScreen His-ARNT PAS-B/GST-TACC3 binding, luminescence; TACC3 fragment carries E629A point mutation. inhibition, % at 9.99 µM. actives 0.66% (n = 390,000);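 active = mean inhibition of replicates at least 50% and at least half of replicates each reaching 50%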;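 also: 0% = complete ARNT plus TACC3 wells and 100% = ARNT alone without TACC3; many hits fall short of the cut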
Numbers without * were called inactive. This is a subset (hit frequency here may not be typical).

no.	SMILES	ARNT-TACC3 inh
1	CCOC(=O)CSc1nnc(CNC(=O)c2cccs2)n1-c1cccc(C)c1	-2
2	COc1ccc(OC)c(NC(=O)C(CC(=O)O)Cc2ccc(Cl)cc2)c1 (stereo unspecified)	6
3	COc1cc(C2NC(=O)NC(C)=C2C(=O)OC(C)(C)C)ccc1OCC(=O)O (stereo unspecified)	-3
4	CN=C1SC(CC(=O)Nc2cccc(C(F)(F)F)c2)C(=O)N1C (stereo unspecified)	27
5	CC(=O)OCc1nc2sc(C)c(C)c2c(=O)[nH]1	0
6	O=C(C1CC1)N1CCc2cc(S(=O)(=O)NCC3COc4ccccc4O3)ccc21 (stereo unspecified)	6
7	COc1ccc(C)cc1C(=O)C1CC(C(=O)O)C(C)(C)C1C (stereo unspecified)	-5
8	CC(C)C(NC(=O)c1ccccc1)C(=O)NC1=NCCS1 (stereo unspecified)	24
9	O=C(Nc1ccc(Br)cc1)N1CCCCCCC1	-1
10	O=C(CCCn1c(=S)[nH]c2ccccc2c1=O)N1CCN(c2cccc(Cl)c2)CC1	2
11	Cc1ccc(CNC(=O)CCCn2c(=O)c3ccccc3n(CC(=O)NC3CCCC3)c2=O)cc1	-33
12	O=C(NC1CCCCC1)c1ccc(CN2CCOCC2)cc1	-7
13	O=C(CSc1nccn1-c1ccccc1)N1CCc2ccccc21	-18
14	CCN(CC)S(=O)(=O)c1cc(-c2nnc(-c3ccc(Br)cc3)o2)ccc1Cl	3
15	CC(C)n1cnc2c(NCc3ccccc3)cc(OCC3CCN(C)CC3)cc21	28*
16	Cc1nc(=O)c(-c2ccccc2)c(C)n1CC1CCCO1 (stereo unspecified)	-7
17	CC(C)Cn1cc(C(=O)N2CCN(c3ccccn3)CC2)c2c3ccccc3n(C)c2c1=O	12
18	COc1ccc(-c2coc3c(C)c4oc(=O)c(CCC(=O)O)c(C)c4cc23)cc1	44
19	Cc1cc(-c2ccccc2)nc2cc(C(N)=O)nn12	-10
20	C/C(NCc1cccnc1)=C(\C#N)C(=O)NCc1ccccc1	-1
21	CCNc1nc(Oc2ccc(=O)n(-c3ccccc3)n2)nc(N2CCOCC2)n1	1
22	CCO/C=N/c1c(C#N)c(CC#N)nn1-c1ccccc1	7
23	Cc1cc(C(=O)Nc2cccnc2Cl)on1	-2
24	COc1ccc(OC)c(-n2cnc3cc(C(=O)O)ccc32)c1	10
25	CCCCC(=O)Nc1cccc(NC(=O)c2ccc3c(c2)OCO3)c1	27
26	O=C(NCCCc1ccccc1)c1ccccc1O	-8
27	Cc1ccc(N2C(=O)N(CC(=O)N(C)Cc3ccccc3)C(=O)C2C)cc1 (stereo unspecified)	-9
28	COC(=O)CSc1nnc(CNc2nc(-c3ccccc3)cs2)n1C	12
29	Cc1oc(-c2cccc(Cl)c2)nc1CN1CCC(C(=O)NCC2CCCO2)CC1 (stereo unspecified)	1
30	Cc1cc(C(F)(F)F)n2nc(C(=O)O)c(Cl)c2n1	1

Other compounds
no.	SMILES	ARNT-TACC3 inh
31	COCCOCCn1cnc2ccccc21	-8
32	Cc1cc(NC(=O)CCS(=O)(=O)c2nc(-c3ccccc3)cc(C(F)(F)F)n2)no1	0
33	CCOC(=O)c1sc(NC(=O)CN(CC)CC)c(C(=O)OCC)c1C	-9
34	CCOC(=O)Nc1sc(C(=O)N(C)C)c(C)c1C(=O)OCC	11
35	COC(=O)Nc1nc(-c2ccccc2)c(C(=O)c2ccccc2)s1	-3
36	COc1ccc(C(=O)CSc2cc(C)nc3nc(C)nn23)cc1OC	-15
37	NC(=O)[C@@H]1CCNc2c(I)cc([N+](=O)[O-])cc2C(=O)N[C@@H](CCC(=O)O)C(=O)N[C@@H](CO)C(=O)N1	11
38	COc1ccc(-c2nnc3ccc(SCC(=O)NCc4ccco4)nn23)cc1	1
39	CCCc1cc(=O)n2c(nc3ccccc32)[nH]1	8
40	O=C(CCCCn1c(=O)[nH]c2ccsc2c1=O)NCc1cccnc1	-2
41	O=C1N/C(=C\c2ccccc2)c2ccccc21	41
42	CCOc1ccc(-c2nn[nH]n2)cc1OCC	-9
43	C=CCOC(=O)C1C(=O)CC(C)(O)C(C(=O)OCC=C)C1c1ccc(OCC)cc1 (stereo unspecified)	-3
44	CC1=Nn2c(nnc2-c2ccco2)SC1	-20
45	O=C(c1ccc(Cl)cc1)c1nnc(-c2ccncc2)o1	-8
46	Cc1ccc2cc(CNC(C)C)c(=O)[nH]c2c1	3
47	CCSCCOC(=O)C1=C(C)NC2=C(C(=O)CCC2)C1c1coc2ccccc2c1=O (stereo unspecified)	-1
48	O=S(=O)(c1cccc(-c2nnc(-c3ccc(Br)cc3)o2)c1)N1CCCCCC1	-2
49	COc1ccccc1C(=O)NCC1CCN(c2ccc(S(=O)(=O)N3CCOCC3)cc2)CC1	-4
50	CCN1CCN(CCNC(=O)CSCc2nc(-c3ccc(OC)c(OC)c3)oc2C)CC1	0
51	COc1ccc2c(c1)C(C)CC(C)(C)N2C(=O)CSc1ncn[nH]1 (stereo unspecified)	1
52	CC(=O)Nc1ccc(S(=O)(=O)n2cnc(C)c2)cc1	-7
53	Fc1cc2ncn(Cc3ccccc3)c2cc1F	-3
54	Cc1sc(=NC(=O)c2ccco2)n(C)c1-c1ccc(F)cc1	-13
55	COC(=O)c1cc(NC(=O)/C=C/c2ccc3c(c2)OCO3)cc(C(=O)OC)c1	-2
56	CCN(CC)CCNC(CC(=O)Nc1ccc(Cl)cc1Cl)C(=O)O (stereo unspecified)	-2
57	Cc1ccc(S(=O)(=O)n2c(CN3CCCC(C)C3)nc3ccccc32)cc1 (stereo unspecified)	-1
58	CC(C)c1ccc(NC(=O)c2ccc(Br)o2)cc1	-15
59	CCN1CCN(C2CCCCC2NS(=O)(=O)c2ccc(Cl)cc2)CC1 (stereo unspecified)	-7
60	CCN(CC)CCCN1C=C2C(=O)C(C)(OC(=O)CCc3ccccc3)C(=O)C=C2C=C1c1ccc(C#N)cc1 (stereo unspecified)	4

Looked up one by one from above (three):
no.	SMILES	ARNT-TACC3 inh
35	COC(=O)Nc1nc(-c2ccccc2)c(C(=O)c2ccccc2)s1	-3
49	COc1ccccc1C(=O)NCC1CCN(c2ccc(S(=O)(=O)N3CCOCC3)cc2)CC1	-4
38	COc1ccc(-c2nnc3ccc(SCC(=O)NCc4ccco4)nn23)cc1	1

(list continues)
no.	SMILES	ARNT-TACC3 inh
61	Cc1oc(-c2ccccc2)[n+]([O-])c1C	-3
62	O=[N+]([O-])c1ccc(C(O)C[n+]2ccccc2)cc1 (stereo unspecified)	-5
63	CN(C)C(/C=C/Nc1ccc(F)cc1F)=C(C#N)C#N	-1
64	Cc1ccc(S(=O)(=O)c2c(C)cc(C)nc2Cl)c(C)c1	-6
65	CCOC(=O)c1ccc(Nc2c(CC)c(C)nc3ncnn23)cc1	5
66	CCc1nn(CC(=O)NCCCN(CC)Cc2ccccc2)c(=O)c2cc3sccc3n12	-105
67	CCCN1Cc2cccc(C(=O)Nc3ccc(C)cc3)c2C1=O	-5
68	COC(=O)c1c(NC(=O)CN2CCN(C(=O)c3ccco3)CC2)c2c(C)cccc2n1C	-1
69	Cc1occc1-c1nnc(SCC(=O)Nc2ccccc2)n1CCc1ccccc1	2
70	NC(=O)c1ccccc1NC(=O)/C=C/c1cccc(Cl)c1	-5
71	Cc1csc(-c2cnn(-c3ccccc3)c2NC(=O)c2cccc(F)c2)n1	-6
72	CCN(CC)c1ccc(NC(=O)c2cnc3ccccn3c2=O)c(C)c1	8
73	CCC(C(=O)NCCN1CCN(C)CC1)n1c(C)c2cnn(-c3ccccc3)c(=O)c2c1C (stereo unspecified)	22
74	CCOC(=O)c1[nH]c2ccc(OC)cc2c1NC(=O)c1cccc(OC)c1	-3
75	Cc1ccc(S(=O)(=O)NCCCC(=O)C=[N+]=[N-])cc1	-4
76	CC(C)(C)OC(=O)C1C(=O)CC(C)(O)C(C(=O)OC(C)(C)C)C1c1ccco1 (stereo unspecified)	3
77	Cc1ccc(Oc2ncccc2/C=N/O)cc1	1
78	CC(=O)NC(N1CCCCC1)C(F)(F)C(F)(F)C(F)(F)C(F)F (stereo unspecified)	0
79	CC(=O)c1c(C)[nH]c(C(=O)COC(=O)CN(C)S(=O)(=O)c2ccc(Cl)cc2)c1C	1
80	O=c1[nH][nH]c(-c2ccccc2)c1C=Nc1ccccc1	-3
81	COC(=O)c1ccccc1COn1c(=O)c(C)[n+]([O-])c2ccccc21	-2
82	COc1ccc(S(=O)(=O)NCc2ccccn2)cc1Cl	-5
83	CCOc1cccc(N2C(=O)CC(N3CCC(C(N)=O)(N4CCCCC4)CC3)C2=O)c1 (stereo unspecified)	-1
84	CCCCCCn1cnc2c(c1=O)c1nc3ccccc3nc1n2Cc1cccs1	3
85	CC1(C)N=C(c2cccs2)C(C)(C)N1O	1
86	CCC(C)Cn1c(S(=O)(=O)O)nc2ccccc21 (stereo unspecified)	3
87	CCCCCCC/C(C)=N/NC(=O)CC(=O)NCCc1ccccc1	-2
88	CC(=O)Nc1nc(C)c(Oc2ccc(Cl)cc2Cl)c(=O)[nH]1	-10
89	O=C(c1cccc(S(=O)(=O)N2CCCC2)c1)c1nnc(-c2ccncc2)o1	-6
90	CCCCCCc1cc2cc(-c3nnc(-c4ccccc4)o3)c(=O)oc2cc1O	0

Additional entries:
no.	SMILES	ARNT-TACC3 inh
91	COc1cc(CN2CCN(C(=O)CC(C)C)CC2)cc(OC)c1OC	-4
92	CCOCCCNS(=O)(=O)c1ccc(-n2cnnn2)c(OC)c1	-8
93	Cc1coc2c1C(=O)C(=O)c1c-2ccc2c(C)cccc12	-3
94	CCOC(=O)c1cnc(SCC(=O)c2ccc3c(c2)OCCO3)nc1N	4
95	CCCC(=O)Nc1nc(-c2ccc(OC)cc2)cs1	12
96	COC(=O)NCc1cccc(CNC(=O)OC)c1	30
97	Oc1ccc(Br)cc1CNn1cnnc1	-12
98	CCn1cc(C(=O)O)c(=O)c2cc(F)c(N3CCN(C(=O)Nc4ccccc4)CC3)cc21	21
99	O=C(NCCCN1CCN(c2ccccc2)CC1)Nc1ccccc1C(F)(F)F	11
100	Cc1nc(CS(=O)(=O)c2ccccc2)cc(Sc2ccc(Cl)cc2Cl)n1	6
101	CCOC(=O)N1CCC(NC(=O)CCc2c(C)nc3ncnn3c2C)CC1	-5
102	O=C(CCCc1c[nH]c2ccccc12)N1CCOCC1	-3
103	O=C(O)CCSc1nnnn1-c1ccccc1	-11
104	O=S(=O)(Cc1ccccc1)NCC1CCCO1 (stereo unspecified)	-15
105	CCCCNC(=O)CN1C(=O)NC2(CCCc3ccccc32)C1=O (stereo unspecified)	-17
106	Cc1cc(NC(=O)CCCC(=O)Nc2ccc(F)cc2)no1	-2
107	Cc1cc(C)c2c(c1)c(C)cc1nnc(SCC(=O)c3cccs3)n12	-8
108	COc1ccc2ccccc2c1C(O)c1nccn1C (stereo unspecified)	2
109	COc1cc2c(cc1OC)CN(CC(=O)Nc1ccccc1C#N)CC2	1
110	COc1ccc2[nH]cc(C(O)CN3CCC(C(N)=O)CC3)c2c1 (stereo unspecified)	2
111	O=C(NCC(=O)N(Cc1cccs1)C(C(=O)NC1CCCCC1)c1cccnc1)c1ccco1 (stereo unspecified)	0
112	O=c1cc(CSc2ccc(S(=O)(=O)N3CCCCC3)cn2)nc2sccn12	9
113	FC(F)(F)c1cccc(N2CCN(Cc3cccnc3)CC2)c1	-13
114	O=C1CC(c2ccc(F)cc2)Cc2nc(N3CCOCC3)ncc21 (stereo unspecified)	6
115	CCOC(=O)/C=C1\SCC(=O)N1CC(=O)NC12CC3CC(CC(C3)C1)C2	-9
116	CCCOC(=O)C1C2C=CC(C2)C1C(=O)OCC(=O)c1ccccc1 (stereo unspecified)	-5
117	Oc1ccccc1Nc1ncnc2c1oc1ccccc12	-8
118	c1cncc(Oc2cccc(Oc3cccnc3)c2)c1	-3
119	Cc1ccccc1C(=O)c1c[nH]c(C(N)=O)c1	-4
120	Cc1ccc(-n2c(Cc3cccn3C)nnc2SCC(=O)NC2CCCCC2)cc1	18

Records listed above marked active in ARNT-TACC3 inh.
no.	SMILES	ARNT-TACC3 inh
15	CC(C)n1cnc2c(NCc3ccccc3)cc(OCC3CCN(C)CC3)cc21	28*

Some of the entries above in a different format.
#97 Oc1ccc(Br)cc1CNn1cnnc1
- ARNT-TACC3 inh: -12
#108 COc1ccc2ccccc2c1C(O)c1nccn1C (stereo unspecified)
- ARNT-TACC3 inh: 2
#105 CCCCNC(=O)CN1C(=O)NC2(CCCc3ccccc32)C1=O (stereo unspecified)
- ARNT-TACC3 inh: -17
#119 Cc1ccccc1C(=O)c1c[nH]c(C(N)=O)c1
- ARNT-TACC3 inh: -4

Remaining list, next part
no.	SMILES	ARNT-TACC3 inh
121	CCCCNC(=O)C1CCCN1C(=O)Nc1ccccc1 (stereo unspecified)	-7
122	CN(C)c1cccc(C(=O)NCC2CCCO2)c1 (stereo unspecified)	-10
123	NC(=S)N/N=C/c1ccc(-c2ccc(Cl)c(Cl)c2)o1	-3
124	CCCCCOCC(O)CCC(=O)NN (stereo unspecified)	4
125	CCOC(=O)C1=C(N)N2C(=O)CSC2=C(C(=O)OC)C1	1
126	CCOC(=O)CSCC(=O)Nc1c(C(=O)C2CC2)oc2ccccc12	9
127	CCN1C(=O)/C(=C\N2CCN(c3cccc(Cl)c3)CC2)SC1=S	-4
128	CCOc1cccc2sc(N(CCN(C)C)C(=O)c3ccc4ccccc4c3)nc12	-23
129	COc1ccc(-c2nnc3sc(COc4ccc(C)cc4)nn23)cc1	0
130	C=CCc1ccc(OCCOCCOc2cccc3ccc(C)nc23)c(OC)c1	7
131	O=C(CSC1=NCCS1)N1CCOCC1	0
132	c1ccc(CSc2nnc(NC3=NCCCCC3)s2)cc1	-6
133	O=CN1CC(=O)N(c2ccccc2)c2c([nH]c3ccccc23)C1	-2

Some values from the entries so far:
ARNT-TACC3 inh, #15 : 28*
ARNT-TACC3 inh, #8 : 24
ARNT-TACC3 inh, #3 : -3

Screening results from PubChem BioAssay.
